D1 PAM: human D1 dopamine receptor positive modulation. P21728. HEK293 TREx D1 cells, calcium flux, dopamine EC20 potentiation. potentiation, % at 10 µM. 360,000 tested, 0.036% active; in the data active means potentiation above about 30%; further: 0% is about no effect
TRHR enhancer: allosterically enhances the human TRH receptor; AID 493056; 360,000 tested, 0.66% active; enhancement, % at 2 µM; TRHR cells, fluo-8 calcium fluorescence, EC20 TRH enhancement; P34981; in the data active means enhancement above about 30%; further: 0% is about no effect
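TRHR-expressing cells loaded with fluo-8 calcium dye were read kinetically (ex 480/em 530) during compound addition, then stimulated with an EC20 of TRH (10 nM final). Enhancement of the Gq-mediated intracellular calcium response was scored.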
D1 antagonist: blocks dopamine activation of the human D1 receptor; HEK293 TREx D1 cells, calcium flux, dopamine EC80; stronger effect = lower value; activity change, negative = inhibition, % at 10 µM; 360,000 tested, 3.2% active; P21728; in the data active means activity change below about -30%; further: on the % scale 0 is the no-effect control and ±100 the full control effect
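Using tetracycline-induced force-coupled D1 Hek293 cells and a calcium dye, signals were followed for 180 s after compound, then for 180 s after EC80 dopamine, to detect inhibitors.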
D2 potentiator: positive allosteric modulators of human D2 dopamine receptor; HEK293 T-REx D2, calcium flux, EC20 dopamine potentiation; potentiation, % at 10 µM; 340,000 tested, 0.34% active; P14416; AID 485347;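 active means potentiation over 3 SD above the plate norm, cut at about 30% in these data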; further: 0% is about no effect
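Using a no-wash calcium dye in inducible, force-coupled HEK293 Trex cells expressing D2, we tracked fluorescence each second for 180 s after compound, then for 180 s after EC20 dopamine to detect augmented signalling.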
Anesthetic bind: candidate novel general anesthetic via apoferritin binding | P02791 | AID 485281 | apoferritin/1-aminoanthracene competitive binding, fluorescence | 350,000 tested, 0.074% active | Potency, µM (doses to about 77.5 µM), for the others: top-dose activity change, negative = displacement, usual class: inhibitors; further: potency means the concentration at half of the fitted maximal effect; on the % scale 0 is the no-effect control and ±100 the full control effect; nearly all actives have a fitted effect of over 20% in size
Target sequence (P02791 2-175 limits assumed): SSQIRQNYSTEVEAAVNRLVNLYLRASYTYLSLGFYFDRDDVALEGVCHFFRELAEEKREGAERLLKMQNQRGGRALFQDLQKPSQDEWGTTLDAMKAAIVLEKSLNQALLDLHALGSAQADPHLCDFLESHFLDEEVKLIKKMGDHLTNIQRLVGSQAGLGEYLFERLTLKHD
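Steps: apoferritin (10 uM) was premixed with half-saturated 1-AMA in PBS, compounds were pin-transferred, plates stood 10 min at room temperature, fluorescence was read at 380/535 nm, and curves were fitted with a Hill equation.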
RXFP1 ag: RXFP1 (human) receptor agonism | Potency, µM (titrated, usually from 57.5 µM), for inactives: at the highest dose activation, actives largely listed as activators | HEK293T-RXFP1 cAMP TR-FRET, 30 min; response scale: percent of porcine relaxin response, buffer zero | 370,000 tested, 0.3% active | Q9HBX9 | AID 2676; further: potency means the concentration at half of the fitted maximal effect; on the % scale 0 is the no-effect control and ±100 the full control effect; nearly all actives have a fitted effect of over 60% in size; many of its hits are not listed in these tables
Target sequence (Q9HBX9 whole entry, looked up): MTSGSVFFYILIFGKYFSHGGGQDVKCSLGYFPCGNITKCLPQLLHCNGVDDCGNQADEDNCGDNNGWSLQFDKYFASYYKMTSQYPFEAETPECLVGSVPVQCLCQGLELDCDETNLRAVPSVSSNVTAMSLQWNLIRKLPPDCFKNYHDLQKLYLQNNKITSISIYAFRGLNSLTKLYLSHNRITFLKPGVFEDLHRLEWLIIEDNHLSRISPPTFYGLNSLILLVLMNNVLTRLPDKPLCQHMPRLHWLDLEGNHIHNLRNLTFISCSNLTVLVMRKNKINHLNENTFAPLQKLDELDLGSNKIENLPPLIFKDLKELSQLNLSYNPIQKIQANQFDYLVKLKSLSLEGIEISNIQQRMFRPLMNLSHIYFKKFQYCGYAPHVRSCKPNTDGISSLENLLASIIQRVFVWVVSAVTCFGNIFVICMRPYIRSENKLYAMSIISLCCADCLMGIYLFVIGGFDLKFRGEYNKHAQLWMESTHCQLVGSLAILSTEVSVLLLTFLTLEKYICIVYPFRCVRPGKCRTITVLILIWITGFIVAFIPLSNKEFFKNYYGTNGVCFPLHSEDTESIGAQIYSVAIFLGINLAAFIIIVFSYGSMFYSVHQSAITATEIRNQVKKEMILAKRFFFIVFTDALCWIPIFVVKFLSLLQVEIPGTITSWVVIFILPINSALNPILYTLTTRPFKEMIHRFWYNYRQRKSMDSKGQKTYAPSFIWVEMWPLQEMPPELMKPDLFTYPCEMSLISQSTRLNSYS
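HEK293 cells stably expressing RXFP1, treated 30 min at 37C with compounds plus PDE4 inhibitor Ro 20174; cAMP measured by HTRF TR-FRET. Normalized to buffer and 29 nM porcine relaxin; EC50 by Hill fit.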
D1 agonist: human D1 receptor agonism; P21728; AID 504660; activation, % at 2 µM; 360,000 tested, 1% active; HEK293 T-REx D1 cells, calcium flux, agonist mode; in the data active means activation above about 30%; further: 0% is about no effect
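Tetracycline-induced HEK293 TREx D1 cells, force-coupled to calcium signalling, were dye-loaded with a no-wash calcium kit. Compound was pin-added after a 10 s baseline. Fluorescence was read kinetically at 1 cycle/s for 180 s, with calcium rises flagged as agonism.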
RXFP1 antagonist: antagonists of human relaxin receptor RXFP1 | Q9HBX9 | 350,000 tested, 0.59% active | HEK293-RXFP1, relaxin-stimulated cAMP HTRF, 30 min; stronger effect = lower value | activity change, negative = inhibition, % at 57.5 µM;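 active means activity change of -60% or lower, but not beyond a set lower limit; inconclusive means change between -60% and -40%, or beyond the set limit; inactive means change above -40%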; further: on the % scale 0 is the no-effect control and ±100 the full control effect
TRHR ag: activates the human TRH receptor | P34981 | TRHR cells, calcium flux fluo-8, FDSS agonist mode | activation, % at 2 µM | 360,000 tested, 0.18% active; in the data active means activation above about 30%; further: 0% is about no effect
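TRHR-expressing cells, plated overnight in medium with 10% serum, were loaded with fluo-8 calcium dye at room temperature. After a 10 s baseline, library compound was pin-added and calcium release was recorded kinetically (ex 480/em 530) as agonist response.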
* hit, by the source's call; ? = inconclusive; . = not tested or not shown; [ ] = remark or other dose. Unless noted, the call rests on the fitted dose curve; in most records, active means well fitted curve in the direction sought with a large enough effect; inconclusive means small, poorly fitted or top-dose-only effect, or another doubt; inactive means no such curve, though single readings can be large; an effect the other way counts as inactive or inconclusive. The list is partial; count on the stated rates, not on these rows.

SMILES	D1 PAM	TRHR enhancer	D1 antagonist	D2 potentiator	Anesthetic bind	RXFP1 ag	D1 agonist	RXFP1 antagonist	TRHR ag
O=C(c1ccc(=O)[nH]c1)N1CCN(S(=O)(=O)c2cc(C(F)(F)F)ccc2Cl)CC1	2	5	2	22	-5%	-0.7%	2	-2	0.5
COCCn1c(C)cc(C(=O)COC(=O)c2c(C)nn(Cc3ccccc3)c2C)c1C	-1	4	-5	0	-24%	0.6%	3	0	-0.1
Cc1ccc(C(=O)NCc2ccccn2)o1	-1	7	-22	6	-2%	2.7%	2	-11	0.5
COC(=O)NNC(=O)COc1ccc(Br)c(C)c1	-3	-3	-7	-2	-17%	-3.2%	1	16	-0.3
O=C1NCCCCC1NS(=O)(=O)c1cccc2ccccc12 (stereo not given)	4	-2	3	-2	0%	-2.2%	3	-4	-0.2
Cc1cccc(CCNC(=O)c2cc3c(s2)-c2c(C)cccc2OC3)c1	-3	-8	-6	-27	202%[activator]	9.5%	2	-24	0.4
COc1ccc(C(=O)NCCCSc2ccccc2)cc1F	0	2	-10	1	-17%	-0.4%	-3	3	-0.7
COc1ccc(/C=C(\C#N)C(=O)OCC(=O)Nc2c(C)cccc2C(C)C)cc1	0	4	24	-9	0%	0.7%	4	-13	-1.3
COC1CCCCC1NS(=O)(=O)c1ccccc1 (stereo not given)	-16	1	5	-2	-13%	-0.1%	0	-3	0.6
O=C(c1ccco1)N1N=C(c2cccs2)CC1c1ccccc1O (stereo not given)	2	2	1	11	-17%	1.2%	24	?	0.2
Cc1ccc(C(=O)Nc2cc(C(F)(F)F)ccc2N2CCCCC2)cc1[N+](=O)[O-]	3	3	9	6	-2%	0.6%	3	-15	0.4
COc1ccc(C(=O)CC(SCC(NC(C)=O)C(=O)O)c2ccc(Cl)cc2)cc1OC (stereo not given)	-6	6	-8	-7	-2%	0.0%	2	-2	-0.8
O=C(Nc1ccc(C(=O)O)cc1)/C(=C\c1ccco1)NC(=O)c1ccco1	-7	10	-12	-2	0%	-0.9%	4	-3	-0.8
O=C(NCCCN1CCCC1=O)C1CCN(S(=O)(=O)c2ccccc2)CC1	-4	1	0	-5	.	0.2%	1	-3	0.0
Cc1ccc(NC(=O)CN(C)C(=O)CSc2n[nH]c(N)n2)cc1	-3	-4	6	-5	-10%	-3.6%	2	14	1.0
Cc1ccccc1-c1nnn(CC(=O)Nc2sc3c(c2C#N)CCC(C(C)(C)C)C3)n1 (stereo not given)	-4	3	17	1	7%	0.9%	-1	.	1.2
C/C(=N/OCC(=O)Nc1ccccc1)c1cccs1	11	2	-3	-3	?	2.2%	31*	-2	0.1
COc1ccc(C(=O)CSc2nnc(COc3ccc(C#N)cc3)n2-c2ccccc2)cc1	0	-1	2	1	-12%	-0.2%	5	-7	0.0
OC(c1ccc(OCc2ccccc2)cc1)c1nnc(-c2ccccc2)o1 (stereo not given)	-3	7	-8	2	?	-0.6%	6	5	-0.2
FC(F)(F)COc1ccc(-c2nnc(SCc3c(Cl)cccc3Cl)o2)cn1	0	1	-1	.	1%	-2.6%	10	-16	-1.5
Cc1ccc(N2C(=O)CSC23C(=O)N(CC(=O)NCc2ccccc2)c2ccccc23)cc1 (stereo not given)	1	-4	10	-9	49%[activator]	-3.2%	-1	.	-1.1
CCc1ccc(CN(C)C(=O)CCc2nnc(Cc3cccc(C)c3)o2)nc1	6	1	5	4	-6%	-0.1%	1	-7	-0.4
O=C(Nc1cccc(Cl)c1)NC1CC2CCC(C1)N2Cc1ccco1 (stereo not given)	-7	-7	-41*	-35	1%	-2.3%	19	-10	0.1
CN(C(=O)COc1ncnc2sccc12)c1ccccc1	4	6	-22	-3	-12%	0.3%	1	.	0.2
Cc1ccc(S(=O)(=O)N(C)CCCC(=O)Nc2ccc(F)cc2)cc1	-3	-1	-13	-1	-10%	0.7%	3	.	-0.8

New compounds follow.
SMILES	D1 PAM	TRHR enhancer	D1 antagonist	D2 potentiator	Anesthetic bind	RXFP1 ag	D1 agonist	RXFP1 antagonist	TRHR ag
O=C(Cc1n[nH]c(=O)c2ccccc12)OCC(=O)c1ccc(OC(F)F)cc1OC(F)F	1	-7	7	15	.	-1.8%	13	0	0.0
COc1ccc(NC(=O)c2ccco2)cc1NC(=O)c1ccc(Br)o1	-4	1	-8	-14	3%	1.7%	0	7	-2.3
CCOC(=O)c1[nH]c(C)c(/C(O)=C2\C(=O)C(=O)N(CCN3CCOCC3)C2c2ccco2)c1C (stereo not given)	8	7	-12	-24	-8%	7.7%	0	12	0.1
Cc1cccc(N2CCN(C(=S)NCCc3ccccc3)CC2)c1C	-5	3	-7	-2	0%	-0.6%	7	-15	-0.6
O=c1cc(-c2ccccc2F)nc(-c2ccccc2F)o1	-10	1	-28	-5	-5%	0.4%	1	-1	0.0
Cn1c(CNC(=O)C2CCC(=O)N(CCc3cccc(F)c3)C2)nc2ccccc21 (stereo not given)	-6	-6	27	.	-5%	1.1%	1	-10	0.0
C/C(N)=C(/C#N)C(=O)CSc1cc(Cl)ccc1Cl	-6	0	11	5	-11%	3.1%	5	-6	-0.5
CC(Sc1ccccn1)C(=O)Nc1ccc2c(c1)OCCO2 (stereo not given)	.	15	-6	1	.	1.5%	6	1	0.4
CC1CCc2c(sc3nnn(CC(=O)Nc4ccc(Cl)cc4)c(=O)c23)C1 (stereo not given)	3	-3	2	-9	3%	0.0%	1	-6	-0.2
CCOc1ccc2c(C)c(Cl)c(=O)oc2c1	3	-1	7	-3	-17%	3.1%	1	-7	-0.5
CC1(C)N=C(SCc2ccc(F)cc2)c2ccccc2N1	2	20	2	8	-6%	3.1%	3	-8	-2.0
Cc1ccccc1NNC(=O)C(=O)NNc1ccccc1C	4	-6	9	11	0%	2.8%	3	2	0.3
O=C(NC1(C(F)(F)F)N=C(c2ccccc2)N(C2CCCCC2)C1=O)c1ccccc1F (stereo not given)	-2	-4	-6	-3	-20%	-1.0%	1	-12	-2.9
CC1CC(N(C(=O)c2ccco2)c2ccccc2)c2ccccc2N1C(=O)c1ccco1 (stereo not given)	8	12	21	5	-18%	-1.9%	1	-3	-0.7
CCn1nc(C(=O)OCC(=O)c2c[nH]c3ccccc23)c2ccccc2c1=O	-5	-4	-12	2	-16%	-0.3%	2	-11	0.5
Cc1ccc[n+](CC(=O)/C=C2\N(C)c3ccccc3C2(C)C)c1	-1	3	2	-6	6%	3.5%	2	3	0.4
CCN(CC)CCCn1c(C)cc2c(c1=O)C(c1cccc(Cl)c1)C(C#N)=C(N)O2 (stereo not given)	7	16	-11	3	-17%	0.4%	0	-26	0.4
O=[N+]([O-])c1cc([N+](=O)[O-])c2cccnc2c1O	-4	4	-6	-13	3%	-3.4%	7	.	-0.8
CCCCN1CC(=O)N2[C@H]3c4ccc(OC)cc4OC[C@@H]3[C@H](c3ccccc3)[C@]2(C)C1=O	1	-3	.	1	.	0.7%	0	.	1.1
O=C(CN(C(=O)c1csnn1)c1cccc2c1CCCC2)NC1CCCC1	-4	-4	3	-1	8%	0.7%	2	-7	-0.2
COc1cccc(CNCc2cccc(Br)c2)c1OC	-7	11	8	-10	-17%	0.3%	4	-12	-0.2
CC(=O)c1sc(NC(=O)c2c(F)cccc2F)nc1-c1ccccc1	3	2	-12	-1	-12%	0.1%	6	-3	0.3
O=c1cc(-c2ccco2)oc2c1ccc1ccccc12	-5	1	-7	-2	-6%	0.9%	2	-2	0.4
Cn1c(=O)cc(OCC(=O)N2CCCc3ccccc32)c2ccccc21	12	-8	-18	-3	-7%	-0.5%	3	-9	-0.6
CCc1ccc(-c2cn3nc(CC)sc3n2)cc1	0	-2	-5	2	-13%	2.4%	5	-27	-1.7

Later entries:
SMILES	D1 PAM	TRHR enhancer	D1 antagonist	D2 potentiator	Anesthetic bind	RXFP1 ag	D1 agonist	RXFP1 antagonist	TRHR ag
COc1ccc(-c2nc(C#N)c(N3CCC(C)CC3)o2)cc1	2	-1	9	-4	0%	3.1%	9	-25	-0.5
OCCC1CN(Cc2ccc3nsnc3c2)CCN1CCc1ccccc1 (stereo not given)	-4	45*	-6	-25	-13%	0.5%	3	12	-0.1
CN(C)/C=C(/C(=O)c1ccccc1)S(=O)(=O)c1ccc(Cl)cc1	2	-6	1	5	-13%	1.1%	7	-10	0.1
CCN(NC(=O)C(O)(c1ccccc1)c1ccccc1)C(=O)c1ccccc1	-1	-6	4	0	-4%	-0.3%	4	21	0.5
COC(=O)c1ccc(N2C(=O)C3CC=CC(C)C3C2=O)cc1 (stereo not given)	2	3	7	1	?	-2.2%	3	16	-0.2
Cc1cccc(S(=O)(=O)Nc2cccc(-c3ccc(N4CCCCC4)nn3)c2)c1	-2	-7	0	12	-9%	0.9%	0	-12	0.8
CCn1c(SCC(=O)NNC(=O)c2ccco2)nnc1-c1ccco1	-2	-3	2	.	-6%	2.5%	4	-15	-0.1
CC(=O)C1=C(O)CC(c2ccccc2)CC1=NCCc1c(C)[nH]c2ccc(C)cc12 (stereo not given)	11	4	52	-7	-5%	-1.0%	-2	5	0.3
COc1ccc(Cl)cc1NC(=O)CN1CCN(S(=O)(=O)N2CCCCC2)CC1	-2	-6	-1	.	3%	0.9%	4	1	-0.3
COc1cccc(C(=O)C2CCCN(C(=O)c3ccc(C#CC(C)(C)O)cc3)C2)c1 (stereo not given)	1	-1	9	-20	-15%	-0.3%	8	9	0.7
CC(C)(Oc1ccc(Cl)cc1)C(=O)NC1CCCCC1	-10	2	3	4	.	1.7%	3	-15	0.0
COc1ccccc1N(CC(=O)NC1CCCC1)C(=O)CNC(=O)c1cccs1	.	1	4	0	-3%	-1.0%	1	-17	0.8
CCN1CNC(=S)N(c2ccccc2OC)C1	-6	9	-5	-4	-4%	1.9%	3	-2	0.4

Random excerpt: 5 records from the list, in no set order.
SMILES	D1 PAM	TRHR enhancer	D1 antagonist	D2 potentiator	Anesthetic bind	RXFP1 ag	D1 agonist	RXFP1 antagonist	TRHR ag
COc1ccc(-c2nc(C#N)c(N3CCC(C)CC3)o2)cc1	2	-1	9	-4	0%	3.1%	9	-25	-0.5
COC(=O)c1ccc(N2C(=O)C3CC=CC(C)C3C2=O)cc1 (stereo not given)	2	3	7	1	?	-2.2%	3	16	-0.2
CN(C)/C=C(/C(=O)c1ccccc1)S(=O)(=O)c1ccc(Cl)cc1	2	-6	1	5	-13%	1.1%	7	-10	0.1
OCCC1CN(Cc2ccc3nsnc3c2)CCN1CCc1ccccc1 (stereo not given)	-4	45*	-6	-25	-13%	0.5%	3	12	-0.1
COc1cccc(C(=O)C2CCCN(C(=O)c3ccc(C#CC(C)(C)O)cc3)C2)c1 (stereo not given)	1	-1	9	-20	-15%	-0.3%	8	9	0.7

Screening results deposited in PubChem by National Center for Advancing Translational Sciences (NCATS).
